# MITF act: increases MITF-driven TRPM1 promoter luciferase signal; SK-MEL-5 TRPM1-promoter luciferase, 24 h; % of positive control, neutral wells = 0; activation, % at 12.5 µM; 300,000 tested, 0.75% active;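 active = mean activation of at least 80% with every replicate also reaching 80%; inconclusive = mean reaches 80% but some replicate falls short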;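 note: 0% = neutral control wells and 100% = parthenolide positive control wells; values of inactives mirror those of a sister screen read the other way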
# Tat export inh: inhibitors of E. coli Tat protein transport. 340,000 tested, 0.036% active. E. coli MC4100 TorA-mCherry Tat export, fluorescence. inhibition, % at 10 µM;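 active = mean replicate inhibition at least 50% and at least half of replicates individually reaching 50%; inconclusive = only one of the two criteria met; inactive = neither criterion met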;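 note: exported cargo escapes ClpAP degradation while cytoplasmic cargo is degraded and loses fluorescence; 0% = median of neutral control wells and 100% = median of NaSCN control wells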
# SR-BI uptake up: enhances SR-BI lipid uptake from DiI-HDL | CHO ldlA[mSR-BI] cells, DiI-HDL uptake fluorescence, 3 h; 100 = double the neutral-control signal | activation, % at 12.5 µM | 320,000 tested, 0.096% active | AID 504775;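 active = mean replicate activation of at least 60% and every replicate at or above 60%; inconclusive = mean or all-replicate condition met, but not both; inactive = mean below 60% and not all replicates reaching 60%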;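 note: 0% = median plate neutral-control signal and 100% = twice that signal; values of inactives mirror those of a sister screen read the other way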
#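 Assay system: CHO ldlA[mSR-BI] cells, LDL receptor-null, SR-BI overexpressing; medium: Ham's F12 with 0.5% BSA, HEPES 25 mM, pH 7.4; also added: DiI-HDL 10 µg/mL; timing: 3 h uptake period with compound, 37 °C; signal: DiI fluorescence, bottom read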
# phage Ecoli inh: E. coli growth loss with phage present | growth absorbance | inhibition, % at 11.9 µM | 360,000 tested, 0.26% active; in the data active = inhibition above about 11%
# CAL PDZ FP-1: CAL PDZ (human) peptide binding inhibition; 300,000 tested, 0.92% active; AID 602252; purified CAL PDZ, TMR-peptide fluorescence polarization, 1 h; inhibition, % at 24.9 µM;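 active = mean inhibition of at least 30% with at least half of replicates also reaching 30%; inconclusive = no clear call, values can overlap the other calls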;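 note: 0% = DMSO neutral control and 100% = excess unlabeled competitor peptide PRC23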
# Wnt act: activates Wnt/beta-catenin signaling in a reporter cell assay. activator, plate reader. 300,000 tested, 1.2% active. activation, % at 9.35 µM; in the data active = activation above about 30%, passing the limit was not always enough; inconclusive = no clear call, values can overlap the other calls;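 note: 0% = neutral control wells and 100% = positive control wells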
# E coli growth: bacterial growth inhibition, counter-screen for AddAB inhibitors; inhibition, % at 11.9 µM; E. coli V3065 growth, OD600 absorbance, 18 h; 330,000 tested, 0.27% active;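 active = inhibition above the campaign's mean inhibition across all tested compounds plus 3 SD, cut at about 9.9% in these data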;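 note: uninfected addAB+ strain grown without phage in ampicillin broth; 0% = DMSO wells and 100% = ciprofloxacin 0.95 µg/ml wells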
# AddAB inh: less growth of phage-infected E. coli with AddAB; AID 435030; E. coli expressing H. pylori AddAB, absorbance growth; 330,000 tested, 0.29% active; inhibition, % at 11.9 µM; in the data active = inhibition above about 12%;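 note: 0% = vehicle wells of infected cells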
# CAL PDZ FP-2: blocks peptide binding to human CAL PDZ domain; purified CAL PDZ, TMR-peptide fluorescence polarization, 1 h; inhibition, % at 20 µM; 330,000 tested, 0.02% active; AID 504414;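 active = highest replicate inhibition of at least 40%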;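 note: plate controls were DMSO neutral control wells for no effect and unlabeled competitor peptide control wells for full effect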
#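 Test system: purified CerCALP PDZ construct; Compound dosing: one concentration, 20 µM compound; Also added: TMR-labelled reporter peptide T*-PRC34 bound in PDZ groove; Read-out: inhibition from polarization loss; Controls: unlabelled peptide and DMSO controls; Signal: FP readout, S and P plane fluorescence; Incubation: 1 h at RT.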
# SR-BI HDL uptake: blocks mouse SR-BI lipid uptake from DiI-HDL; ldlA[mSR-BI] CHO cells, DiI-HDL uptake fluorescence, 3 h; inhibition, % at 12.5 µM; 320,000 tested, 0.96% active; Q61009;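 active = mean replicate inhibition of at least 70% and a set share of replicates each scoring 70 or more; inconclusive = meets just one of the two criteria; inactive = fails both criteria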;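 note: 0% = median of neutral control wells and 100% = median of positive control wells; values of inactives mirror those of a sister screen read the other way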
# Target sequence (Q61009 whole entry, looked up): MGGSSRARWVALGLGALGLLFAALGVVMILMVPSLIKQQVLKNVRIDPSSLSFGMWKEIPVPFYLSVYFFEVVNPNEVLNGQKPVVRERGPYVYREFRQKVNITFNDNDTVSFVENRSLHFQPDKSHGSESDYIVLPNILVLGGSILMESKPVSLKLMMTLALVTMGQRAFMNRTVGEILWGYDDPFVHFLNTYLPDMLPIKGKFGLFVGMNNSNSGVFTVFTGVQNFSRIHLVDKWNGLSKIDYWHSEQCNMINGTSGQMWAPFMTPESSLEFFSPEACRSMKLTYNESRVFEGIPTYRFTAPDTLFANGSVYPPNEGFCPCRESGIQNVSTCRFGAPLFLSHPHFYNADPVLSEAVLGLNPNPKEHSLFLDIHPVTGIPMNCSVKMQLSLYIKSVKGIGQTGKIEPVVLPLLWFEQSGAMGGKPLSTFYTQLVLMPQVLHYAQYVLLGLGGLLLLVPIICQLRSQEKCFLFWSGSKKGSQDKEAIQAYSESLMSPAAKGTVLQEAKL
# * = called active by the depositor; ? = inconclusive; . = no result given.
# Start of the listing, in advance (2 entries):
SMILES,MITF act,Tat export inh,SR-BI uptake up,phage Ecoli inh,CAL PDZ FP-1,Wnt act,E coli growth,AddAB inh,CAL PDZ FP-2,SR-BI HDL uptake
Cc1cccc(-n2c(C)nc3cc(C(=O)N4CCOCC4)ccc32)c1,5,-5,9,0.0,14,0,1.0,0.0,-0.6,-9
Oc1ccc2ccccc2c1CN1CCN(c2ccccc2)CC1,.,2,-16,3.8,-5,.,0.6,2.0,-0.1,16

# Main list (from the top)
SMILES,MITF act,Tat export inh,SR-BI uptake up,phage Ecoli inh,CAL PDZ FP-1,Wnt act,E coli growth,AddAB inh,CAL PDZ FP-2,SR-BI HDL uptake
Cc1cccc(-n2c(C)nc3cc(C(=O)N4CCOCC4)ccc32)c1,5,-5,9,0.0,14,0,1.0,0.0,-0.6,-9
Oc1ccc2ccccc2c1CN1CCN(c2ccccc2)CC1,.,2,-16,3.8,-5,.,0.6,2.0,-0.1,16
COc1cc(CNc2ccc3[nH]c(=O)[nH]c3c2)ccc1OCc1c(F)cccc1Cl,21,-1,-36,0.9,-5,1,.,.,0.6,36
COCCNC(=O)C(C)OC(=O)C1=Cc2ccccc2OC1 (centres undefined),4,-4,21,1.4,-2,0,4.1,3.9,-0.3,-21
O=C(Nc1ccc(OCc2ccccc2)cc1)c1cccnc1,41,-3,-25,0.9,0,.,2.8,0.8,-2.9,25
O=C(O)CCNS(=O)(=O)c1ccc2c(c1)Cc1ccccc1-2,-9,-1,16,1.7,-2,0,-4.1,2.1,-0.3,-16
CC(C)(C)NC(=O)CSc1nc(O)cc(=O)n1-c1ccccc1,-4,4,13,1.9,-1,0,1.9,3.2,-0.1,-13
CCOc1cc(/C=C/c2cc(C(F)(F)F)[nH]c(=O)n2)ccc1O,-20,0,22,0.9,-1,1,1.3,3.1,-3.0,-22
CC(=O)Nc1ccc(C(=O)CSc2nnc3scc(-c4ccccc4)n23)cc1,2,5,40,1.9,1,-2,0.2,-0.8,-1.8,-40
O=C(O)COc1ccc(F)cc1Br,1,-6,.,2.5,-4,1,-0.2,0.0,-1.0,.
O=C(Nc1cccc(S(=O)(=O)N2CCOCC2)c1)c1ccc2c(=O)n3c(nc2c1)CCCCC3,-7,6,-62,-2.2,7,0,1.4,-0.8,-1.2,62
Cc1cnc(C(=O)OCC(=O)Nc2sc3c(c2C#N)CCC3)cn1,-10,?,0,2.5,-3,0,2.0,1.5,0.2,0
COC(=O)c1c(C(=O)OC)c2ccccn2c1C(=O)c1ccccc1,.,-3,-34,3.5,-4,0,-1.7,1.5,-1.1,34
CC(C)C(NC(=O)OCc1ccccc1)C(=O)OCC(=O)NC1CC1 (centres undefined),0,-6,-18,3.3,1,8,0.2,3.9,-2.5,18
O=c1c2ccccc2oc2cc(-c3ccc4cc[nH]c4c3)ccc12,129*,2,5,2.4,-1,38*,0.8,0.8,0.5,-3
CCc1ccc(C(=O)Nc2nnn(CC)n2)cc1,-15,3,27,.,-4,0,-0.5,-0.5,0.2,-27
CCN(CC(=O)Nc1ccc(NC(C)=O)cc1)C(=O)c1ccc(COc2ccccc2)o1,.,4,-20,1.0,-5,-5,-4.0,0.9,-1.4,20
O=C(NO)c1ccc(C(=O)N(C2CCCCC2)C2CCCCC2)cc1,.,1,46,4.8,0,.,0.8,-0.2,-0.5,-46
Cc1ccc(O)c(NC(=O)c2cc3nc4c(c(C(F)(F)F)n3n2)CCc2ccccc2-4)c1,12,-5,0,1.2,0,.,-0.7,-1.4,-0.1,0
O=C(N/N=C/c1c(Cl)[nH]c2ccccc12)c1sc2ccccc2c1Cl,-5,-4,-30,2.8,-7,-1,2.2,1.0,-0.2,30
CC(C)CCNC(=O)Cn1c(=O)oc2cc(S(=O)(=O)N3CCc4ccccc43)ccc21,-3,5,-15,1.1,.,-2,-0.8,1.4,0.1,15
O=S(=O)(CCc1ccccc1)N1CCOCC1,-8,-10,5,1.7,2,.,-1.3,0.0,0.1,-5
O=C(CSC1=Nc2ccccc2C2CC=NN12)Nc1ccc(F)c(F)c1F (centres undefined),-19,0,-31,-1.4,-4,8,-2.3,0.4,-1.3,31
Cc1ccc(-n2nnnc2SCC(=O)NCC2(N3CCOCC3)CCCCC2)c(C)c1,-6,-4,4,2.7,-6,-2,.,.,-3.6,-4
COc1ccc(CCNC(=O)CSc2nccc(=O)[nH]2)cc1OC,8,2,2,1.4,-4,0,0.1,-2.3,-0.1,-2
COCCNC(=S)N1CCN(c2nc(-c3ccccc3)cs2)CC1,.,0,-6,2.5,-3,-3,2.4,4.5,0.5,6
O=C(CNC(=O)c1ccco1)OCc1ccc(C(=O)c2ccccc2)cc1,4,-2,2,-0.8,3,-2,0.0,1.5,-1.1,-2
COc1ccc(-c2[nH]ncc2/C=N\NC(=O)c2ccc(C(C)(C)C)cc2)cc1OC,7,-1,-26,4.1,.,3,-2.6,-0.3,-7.1,26
Cc1cc2n(n1)SC(Nc1ccc(F)c(Cl)c1)N2 (centres undefined),32,3,-2,4.4,.,10,1.5,1.8,-0.8,2
O=C(CCSc1ccccc1)Nc1nnc(-c2ccccc2)o1,-2,11,-8,-6.2,.,-2,-8.8,-1.7,-0.2,8
COc1ccc2c(c1)CCc1c(C(=O)N3CC4(C)CC3CC(C)(C)C4)noc1-2 (centres undefined),-1,14,-23,0.1,.,.,-0.4,0.4,-2.7,23
CCOc1ccc(CCN2C(=O)C3C4C=CC(C4)C3C2=O)cc1OCC (centres undefined),-3,2,9,1.8,8,-1,-3.0,5.9,0.7,-9
Cn1nnc2ccccc2c1=O,-6,2,10,4.7,0,.,1.8,1.8,-1.6,-10
Cc1ccc(S(=O)(=O)N(C)/N=C2/C(=O)N(CC(=O)O)c3ccccc32)cc1,2,0,-5,0.6,-3,-1,2.8,3.2,-1.2,5
CN(C(=O)COC(=O)Cc1c[nH]c2ccccc12)c1c(N)n(Cc2ccccc2)c(=O)[nH]c1=O,-11,-8,1,6.6,6,0,-0.3,0.1,0.6,-1
Cc1ccc(-n2c(CCC(=O)O)ccc2-c2cccs2)cc1,2,19,-1,1.8,.,-1,-0.7,0.5,-2.6,1
Clc1ccc(-c2nnc(-c3ccccc3)c(-c3ccccc3)n2)cc1,.,-1,-39,1.8,-7,4,1.6,-0.9,2.3,39
Cc1nn2c(CN(C(=O)CN3CCOCC3)c3ccccc3)nnc2c2ccccc12,-5,0,16,1.0,-1,-3,1.0,2.8,0.2,-16
O=C(Nc1nnc(Cc2ccc([N+](=O)[O-])cc2)s1)Nc1ccccc1F,-2,0,26,2.8,-5,0,-1.8,5.5,-2.8,-26
O=c1nc(Nc2ccc(Br)cc2)sc2ccc([N+](=O)[O-])cc12,10,-13,-13,1.1,-1,-1,-0.8,2.1,-2.0,13
CCOc1ccccc1C(=O)NCC(=O)NCCCSc1ccccc1,-1,-7,-7,1.6,-4,0,-0.9,-0.3,12,7
C/C(=N\NS(=O)(=O)c1ccc(Br)cc1)c1ccc(-n2ccnc2)cc1,-2,-3,-3,0.4,-4,-2,-1.9,-2.0,-1.0,3
CS(=O)(=O)c1ccc2nc(NC(=O)C3CCCO3)sc2c1 (centres undefined),5,-3,8,-2.6,-2,1,0.3,1.4,-0.1,-8
O=C(CSc1nc2ccccc2[nH]1)N1CCN(c2ccccc2)CC1,.,-5,7,5.3,-2,1,0.8,1.3,-2.5,-7
CCC(C)(C)NC(=O)Cc1ccc(OC)c(OC)c1,.,11,25,2.1,-2,.,-2.3,5.3,-1.6,-25

# Part of the list above, limited to SR-BI uptake up:
Molecule,SR-BI uptake up
Cc1nn2c(CN(C(=O)CN3CCOCC3)c3ccccc3)nnc2c2ccccc12,16
Cc1ccc(S(=O)(=O)N(C)/N=C2/C(=O)N(CC(=O)O)c3ccccc32)cc1,-5
CCC(C)(C)NC(=O)Cc1ccc(OC)c(OC)c1,25

# Other results:
SMILES,MITF act,Tat export inh,SR-BI uptake up,phage Ecoli inh,CAL PDZ FP-1,Wnt act,E coli growth,AddAB inh,CAL PDZ FP-2,SR-BI HDL uptake
CCOC(=O)C1CCCN(S(=O)(=O)c2cc3c4c(c2)CCN4C(=O)CC3)C1 (centres undefined),2,1,11,4.5,-2,-1,0.4,-0.6,-1.1,-11
Cc1cccc(NC(=O)C(C)SCc2ccccc2)c1 (centres undefined),-1,4,18,1.6,-9,13,0.8,-1.1,.,-18
COc1ccc(NC(=O)c2ccco2)c2ccccc12,17,4,30,3.3,-3,4,.,.,-5.8,-30
COc1ccc(-c2cc(C(=O)Nc3ccc(S(=O)(=O)Nc4onc(C)c4C)cc3)c3ccccc3n2)cc1OC,-15,-3,.,0.3,-3,-3,-0.4,0.9,-2.9,.
COc1ccc(CCNC(=O)CCS(=O)(=O)c2ccc(Br)cc2)cc1OC,-8,-6,-7,1.7,-2,2,0.1,-1.1,-2.4,7
COc1ccc(-c2cc(C(F)(F)F)nc(SCC(=O)Nc3sc4c(c3C#N)CCC4)n2)cc1,-8,-6,-66,.,.,-1,1.1,1.3,-0.6,66
COc1ccc(-c2c(C)n([O-])c3c([n+]2=O)CCCCC3)cc1,0,-12,-13,3.8,-3,-1,-0.2,3.3,-2.6,13
CC(C)OC(=O)c1cc(Cl)c(=O)n(Cc2ccc(Cl)cc2Cl)c1,7,0,-37,2.9,6,0,0.9,0.1,-1.0,37
COc1ccc(Nc2nnc(SC(C)C(=O)NC3CC3)s2)cc1 (centres undefined),-8,4,-12,0.2,0,-4,-1.8,1.2,-0.1,12
Cc1cc(C)cc(N(CC(=O)NCC2CCCO2)C(=O)CCC(=O)Nc2cc(C)on2)c1 (centres undefined),2,10,27,-0.8,5,-2,0.2,1.5,-0.3,-27
Cc1ccc(C)c(N2CCN(c3ccc4cc(S(=O)(=O)N5CCCCC5)ccc4n3)CC2)c1,-7,?,8,-0.7,-1,-7,0.4,-0.3,-1.6,-8
COc1cccc(N2CCN(C(=O)c3cc4ccc(OC)cc4[nH]3)CC2)c1,8,5,-46,0.1,1,5,-2.0,0.2,-3.1,46
O=C(NC(=S)Nc1ccc(CN2CCOCC2)cc1)c1ccc([N+](=O)[O-])cc1,0,0,-15,3.3,3,-6,-2.1,0.0,-0.9,15
O=C(/C(=C/O)N=Nc1ccc(Cl)cc1)c1ccncc1,8,0,-9,2.4,-3,.,-1.1,1.1,1.6,9
O=C(Nc1ccccc1F)c1ccc(C(=O)c2ccccc2)cc1,76,1,17,1.3,-2,25,1.5,-1.2,-3.0,-17
COc1cc(NC(=O)NCc2ccncc2)cc(OC)c1OC,-15,-8,2,4.9,3,.,3.4,3.9,-0.2,-2
CCOc1ccc(S(=O)(=O)Nc2nc3ccccc3nc2Cl)cc1,-11,1,5,2.4,-4,-2,-0.5,2.2,0.0,-5
Cc1cc(C)c(OCC(=O)NCC(C)(C)N2CCOCC2)c(C)c1,4,4,24,3.0,0,-3,2.4,0.8,-3.1,-24
Cc1ccc(OCC(=O)N/N=C2\CCOc3c(C)cccc32)cc1,-5,-4,8,0.1,0,-1,-2.0,1.5,-1.2,-8

# Bioassay records from PubChem BioAssay.
